# USP10 inh – inhibitors of human USP10 deubiquitinase; purified USP10, Ub-rhodamine fluorescence, 60 min; inhibition, % at 20 µM; 47,000 tested, 1.1% active
# USP7 inh – inhibitors of human USP7 deubiquitinase | inhibition, % at 20 µM | purified USP7, Ub-rhodamine cleavage fluorescence | 47,000 tested, 0.3% active | AID 1645854, 2021
# USP8 block – inhibitors of human USP8 deubiquitinase | 47,000 tested, 4.2% active | Ubiquitin carboxyl-terminal hydrolase 8 (Homo sapiens), P40818 | inhibition, % at 20 µM | AID 1645853, 2021 | purified USP8, Ub-rhodamine cleavage fluorescence, 30 min
# USP30 inh – inhibitors of human USP30 deubiquitinase; Ubiquitin carboxyl-terminal hydrolase 30 (Homo sapiens), Q70CQ3; inhibition, % at 25 µM; 47,000 tested, 5.3% active; purified USP30, Ub-rhodamine cleavage fluorescence; AID 1645860, 2021
# USP28 block – inhibitors of human USP28 deubiquitinase. Ubiquitin carboxyl-terminal hydrolase 28 (Homo sapiens), Q96RU2. purified USP28, Ub-rhodamine cleavage fluorescence, 30 min. inhibition, % at 25 µM. 47,000 tested, 3% active
# OTUD3 block – inhibitors of human OTUD3 deubiquitinase; inhibition, % at 25 µM; 47,000 tested, 0.7% active; purified OTUD3, Ub-rhodamine fluorescence, 2 h; OTU domain-containing protein 3 (Homo sapiens), Q5T2D3
# Target sequence (Q5T2D3 whole entry, looked up, the tested form may be a part): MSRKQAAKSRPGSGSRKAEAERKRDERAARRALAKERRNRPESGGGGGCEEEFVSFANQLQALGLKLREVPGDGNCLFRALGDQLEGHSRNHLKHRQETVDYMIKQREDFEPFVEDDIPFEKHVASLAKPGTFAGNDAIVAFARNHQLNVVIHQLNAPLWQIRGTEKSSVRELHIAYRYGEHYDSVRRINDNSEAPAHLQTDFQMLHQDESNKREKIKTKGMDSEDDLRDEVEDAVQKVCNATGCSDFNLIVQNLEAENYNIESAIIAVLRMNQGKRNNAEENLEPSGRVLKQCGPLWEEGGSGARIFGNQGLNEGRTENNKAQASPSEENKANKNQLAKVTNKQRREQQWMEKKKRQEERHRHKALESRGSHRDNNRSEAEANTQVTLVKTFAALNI
# USP17 block – inhibitors of human USP17 deubiquitinase; Ubiquitin carboxyl-terminal hydrolase 17-like protein 5 (Homo sapiens), A8MUK1; purified USP17, Ub-rhodamine cleavage fluorescence, 3 h; inhibition, % at 50 µM; 47,000 tested, 6.5% active; AID 1645855, 2021
# Target sequence (A8MUK1 whole entry, looked up): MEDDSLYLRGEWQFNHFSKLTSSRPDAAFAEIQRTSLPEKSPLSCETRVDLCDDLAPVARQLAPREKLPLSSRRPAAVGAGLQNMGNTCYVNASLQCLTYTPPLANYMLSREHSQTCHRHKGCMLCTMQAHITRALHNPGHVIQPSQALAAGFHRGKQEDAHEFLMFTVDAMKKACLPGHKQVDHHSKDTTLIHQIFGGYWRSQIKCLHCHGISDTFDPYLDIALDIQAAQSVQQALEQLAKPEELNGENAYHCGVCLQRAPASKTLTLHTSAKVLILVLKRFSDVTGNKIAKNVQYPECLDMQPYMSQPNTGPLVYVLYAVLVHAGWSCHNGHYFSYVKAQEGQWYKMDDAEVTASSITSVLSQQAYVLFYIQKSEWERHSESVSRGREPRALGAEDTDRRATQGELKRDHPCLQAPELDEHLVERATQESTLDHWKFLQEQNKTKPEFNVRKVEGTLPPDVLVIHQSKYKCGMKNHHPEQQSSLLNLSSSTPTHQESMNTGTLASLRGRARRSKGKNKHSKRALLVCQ
# UCHL1 block – inhibitors of human UCHL1 deubiquitinase; purified UCHL1, Ub-rhodamine cleavage fluorescence; inhibition, % at 20 µM; Ubiquitin carboxyl-terminal hydrolase isozyme L1 (Homo sapiens), P09936; AID 1645859, 2021; 47,000 tested, 0.2% active
# * = called active by the depositor; i = inactive; nt = no result given. Rule as the data show it: active = inhibition above about 30%; inactive = the rest.
SMILES,USP10 inh,USP7 inh,USP8 block,USP30 inh,USP28 block,OTUD3 block,USP17 block,UCHL1 block
O=C(CC(c1cccc(F)c1)n1cccc1)Nc1ccc(F)c(Cl)c1 (stereo not drawn),10,-19,25,36*,26,27,46*,5
O=C(c1ccccc1F)N1C[C@@H]2OCCN(c3cnccn3)[C@@H]2C1,-1,2,-106,-3,4,2,-19,0
Cc1cc(-c2cncnc2-c2ccc(CNC(=O)C(C)C)cc2)on1,0,0,0,12,0,5,20,0
CN1C(=O)c2cccnc2Sc2cc(NC(=O)c3ccccc3F)ccc21,-4,-1,-7,-38,0,-10,-10,-6
c1cnc(N2CCC3(CCN(Cc4ccc5c(c4)OCO5)CC3)C2)nc1,2,7,-208,7,5,7,-32,0
Cc1ccc(NC(=O)Cn2cc(S(=O)(=O)N3CCCCCC3)ccc2=O)c(C)c1,1,-2,-8,29,-1,4,29,-2
COc1ccc(NS(=O)(=O)c2ccc3c(c2)NC(=O)CC(C)S3)cc1Cl (stereo not drawn),4,3,18,7,13,8,6,3
O=S(=O)(Nc1cccc(-c2nnc(Cc3ccc4c(c3)OCO4)o2)c1)c1ccccc1,17,10,21,27,32*,9,11,7
O=C(c1cnco1)N1CCCCC1c1ncc(Cc2cccc(Cl)c2)o1 (stereo not drawn),-1,-16,-18,-28,-1,-4,-13,-3
Cc1ccc(C)c(NC(=O)Cc2nc(-c3ccccc3)n[nH]2)c1,-2,-2,22,16,7,20,28,0
CC1=CC2=NC(=O)/C(=C\c3cn(Cc4ccc5c(c4)OCO5)c4ccccc34)C(=N)N2O1,-6,-104,-172,i,-204,-188,-161,-112
Cc1nc(-c2cccc(NC(=O)c3ccccc3Cl)c2)no1,1,3,27,18,52*,15,5,4
O=C(Nc1ccccc1)N1CCC2(CN(Cc3ccccc3F)C2)C1,2,2,-44,-3,-3,0,-15,-1
Cc1ccc(C(C(=O)NC2CCCCC2)N(Cc2ccc3c(c2)OCO3)C(=O)CCCC(=O)Nc2ccccn2)cc1 (stereo not drawn),3,-2,9,18,15,11,9,3
CN1CCN(C(=O)c2ccc3c(c2)NC(=O)C2CCC(=O)N32)CC1 (stereo not drawn),2,6,5,0,-3,3,0,0
CC(C)(C(=O)N1CCC2(CC1)NC(=O)c1ccccc1N2)c1ccc(Cl)cc1,3,-2,-1,3,2,-6,2,-1
O=C(CSCc1ccccc1)Nc1c(-c2cccs2)nc2ccccn12,-1,-4,1,-3,0,-4,-6,2
CC(=O)N1CCCc2cc(S(=O)(=O)N(C)C(C)CCc3ccco3)ccc21 (stereo not drawn),0,-7,8,0,-7,-2,0,0
Cc1ocnc1C(=O)Nc1ccc(Cl)cc1,-2,-7,-11,-36,3,0,-7,-3
CCc1ccc(OC)c(S(=O)(=O)Nc2cccc(O)c2)c1,0,-1,1,2,0,8,0,2
COc1ccc(-n2c(=O)c3ccccc3n(CC(=O)NCCC3=CCCCC3)c2=O)c(OC)c1,-3,-12,-27,-25,-17,-8,-11,-1
CC(=O)c1ccc(NC(=O)CSc2nc3sc4c(c3c(=O)n2-c2ccc(Cl)cc2)CCN(C)C4)cc1,-7,-14,-15,5,-60,-9,2,-9
CCn1c(CN(C)C(=O)Nc2cccc(C)c2)nc2cc(C(=O)N(C)C)ccc21,-2,-2,11,11,0,11,-1,-1
O=C(Nc1ccccc1)N1CCCn2c(nc3ccccc32)C1,3,4,0,25,10,5,3,0
O=C(NCC(=O)N1CCN(Cc2ccccc2)CC1)c1cc2ccccc2[nH]1,12,7,10,1,-4,-2,1,-2
# (next part)
SMILES,USP10 inh,USP7 inh,USP8 block,USP30 inh,USP28 block,OTUD3 block,USP17 block,UCHL1 block
Cc1ccc(CNC(=O)C2CCN(C3=NS(=O)(=O)c4ccccc43)CC2)cc1,-6,-1,0,-61,-29,-13,-16,-3
Cc1c(C(=O)Nc2ccccn2)oc2ccccc12,-1,-7,-2,nt,nt,1,13,4
COc1ccc(CNC(=O)CSc2ccc(NC(C)=O)cc2)cc1OC,3,6,13,22,12,11,6,1
COc1ccc2[nH]c(=O)c(C(c3nnnn3CCc3ccccc3)N3CCN(c4cccc(C(F)(F)F)c4)CC3)cc2c1 (stereo not drawn),-4,-4,-19,nt,nt,0,-137,-5
Cc1ccccc1N1CC(c2nnc(NC(=O)Cc3c(F)cccc3Cl)s2)CC1=O (stereo not drawn),1,-1,-55,0,-4,0,nt,0
O=C(CCc1ccccc1)N(Cc1cccnc1)c1nc2cc3c(cc2s1)OCO3,-3,-2,4,8,6,8,10,2
COCCNc1cc(-n2ccnc2C)n2nccc2n1,-6,-4,-15,-33,-12,-12,nt,-3
COc1nc(OC)nc(N2CCC(NC(=O)C(Cc3ccc(F)cc3)NC(C)=O)CC2)n1 (stereo not drawn),1,5,1,28,10,14,21,0
Cc1cccn2c(=O)cc(CNc3ccc(C#N)cc3)nc12,-3,1,-41,-271,-79,-61,-60,0
Cc1ccc(NC(=O)CCc2nnc3c(=O)n(-c4ccc(C)c(C)c4)ccn23)cc1,-1,3,3,8,5,2,8,0
O=C(Nc1ccccc1Cl)c1csc(Cc2c(Cl)cccc2Cl)n1,16,10,26,48*,10,20,37*,5
COc1ccccc1OC(C)C(=O)NCc1csc(-c2ccccc2)n1 (stereo not drawn),2,-4,19,22,14,13,13,3
CN1CCN(c2ccccc2NC(=O)c2ccc3c(=O)n4c(nc3c2)CCCC4)CC1,-1,-4,12,21,7,4,8,-1
FC(F)(F)c1ccccc1CCN1CCc2nc3ncc(Cl)cc3cc2C1,-5,-105,-177,i,-287,-211,-166,-89
Cc1ccc(N2C(=O)CN(S(=O)(=O)c3ccccc3)CC2(C)C(=O)NCCC(C)C)cc1C (stereo not drawn),1,-23,6,18,10,5,11,3
CC(=O)NCC(=O)N1CCC2(CC1)C(=O)N(CC1CC1)c1ccccc12,2,0,-48,2,2,0,-4,-2
COc1cc(C(C(=O)NC(C)(C)C)N(Cc2ccccc2Cl)C(=O)c2cccc(-n3cnnn3)c2)cc(OC)c1OC (stereo not drawn),-4,2,7,-9,-5,-12,-1,3
CCN1C(=O)c2c(C(=O)NC3CC3)ncn2CC1(C)C(=O)NCc1ccc(F)cc1 (stereo not drawn),1,-1,-21,-6,-5,-6,-12,0
Cc1c(C)n(Cc2ccncc2)c2ncnc(NCCCN(C)C)c12,-2,3,5,15,8,3,8,-2
NS(=O)(=O)c1ccc(CCNC(=O)CSc2nc3ccccc3c(=O)n2Cc2ccc3c(c2)OCO3)cc1,27,6,53*,23,6,12,27,-1
O=S(=O)(N1CCCC1)N1C[C@H]2CC(OCc3ccccc3)C[C@H]2C1 (stereo partly drawn),3,0,16,28,10,14,19,3
CCCCN(c1ccccc1)S(=O)(=O)c1ccc(N2CCCCS2(=O)=O)cc1,2,4,-1,18,11,23,12,5
COC(=O)c1cccc2nc([C@H]3CCN(C4CCN(C)CC4)C3)oc12,-3,2,15,-9,-1,0,4,1
COc1cccc(N(C(=O)CCc2ccccc2OC)c2nc3ccccc3s2)c1,8,3,12,17,12,13,2,5
Cc1cc2cc(CNC(=O)CC3CCCCC3)ccc2[nH]1,-11,-16,9,-74,-31,-29,-19,-11

# Some of the entries above in another layout.
USP10 inh	USP7 inh	USP8 block	USP30 inh	USP28 block	OTUD3 block	USP17 block	UCHL1 block	compound
16	10	26	48*	10	20	37*	5	O=C(Nc1ccccc1Cl)c1csc(Cc2c(Cl)cccc2Cl)n1
2	-4	19	22	14	13	13	3	COc1ccccc1OC(C)C(=O)NCc1csc(-c2ccccc2)n1 (stereo not drawn)
-1	-4	12	21	7	4	8	-1	CN1CCN(c2ccccc2NC(=O)c2ccc3c(=O)n4c(nc3c2)CCCC4)CC1

# Other entries follow:
SMILES,USP10 inh,USP7 inh,USP8 block,USP30 inh,USP28 block,OTUD3 block,USP17 block,UCHL1 block
O=C(CCCn1nc(-c2ccccc2)c2cc(Cl)ccc21)NCc1ccc2c(c1)OCO2,1,-4,0,26,8,15,7,7
CCOc1ccc(NC(=O)COc2ccc(C(=O)Nc3cc(F)ccc3C)cc2OC)cc1,3,0,3,9,-4,-5,4,0
Cc1cc(=O)n(CC(=O)Nc2ccc(F)cc2)c(Nc2ccc(F)cc2)n1,0,-1,1,1,2,-4,-4,1
O=C(c1cccc(Br)c1)N(C(=O)c1cccc(Br)c1)c1ncccn1,6,-49,10,7,2,6,10,2
Cc1nc(-c2ccc(S(C)(=O)=O)cc2)cc(C2CCNCC2)n1,-3,9,-9,21,7,7,2,2
Cc1ccc(C2=NC3(CCN(C(=O)c4ccc5cc[nH]c5c4)CC3)ON2)cc1,-4,0,-19,-142,-42,-58,-7,-6
NS(=O)(=O)c1cccc(NC(=O)CNC(=O)/C=C/c2ccccc2)c1,-1,2,0,-9,-5,-5,-28,-3
N=C1/C(=C/c2cn(Cc3ccc(F)cc3)c3ccccc23)C(=O)N=C2SC(Cc3ccccc3)=NN12,34*,11,74*,-75,-23,-14,nt,-5
Brc1ccc2nc(CSc3ncn[nH]3)cn2c1,0,-1,2,-9,-4,-5,-10,-1
CCS(=O)(=O)N1CCCc2cc(C(=O)Nc3ccccc3OC)ccc21,0,2,20,13,9,3,17,4
O=C(NCc1ccc(Cl)cc1)C1CCN(c2cncnc2N2CCCC2)CC1,-8,-15,-21,-49,2,-23,-31,-7
O=C(NCc1ccccn1)c1ccc(-c2ccc(N3CCSCC3)nc2)cc1,0,4,2,82*,33*,9,60*,6
COc1ccc2c(C)c(CC(=O)N[C@@H](Cc3c[nH]c4ccc(O)cc34)C(=O)O)c(=O)oc2c1C,7,1,45*,-31,9,7,16,3
CCN1CCC2(CN(CC(C)C)CC23CCN(S(=O)(=O)c2ccccc2)CC3)C1=O (stereo not drawn),2,5,-46,21,9,18,7,4
CCCN1CCC(Nc2ncnc3scc(-c4ccccc4)c23)CC1,-7,1,9,-48,-4,-2,0,-2
Cn1c(SCC(=O)N2CCCCC2)nnc1-c1ccc2c(c1)OCCO2,1,3,18,25,6,12,14,0
CC(=O)N1CCCCCC1C1CCN(Cc2nc(C3CC3)no2)CC1 (stereo not drawn),-6,0,-27,0,2,8,-6,0
CSc1ncccc1C(=O)OCc1ccc(Br)cc1,7,6,28,22,77*,10,10,5
O=c1[nH]c(-c2cccnc2)nc2c1CN(Cc1ccccn1)CC2,-6,-3,-38,-51,-21,-5,-23,-6
Cc1cccc(Nc2nccnc2C2CCCN2C(=O)c2ccnnc2)n1 (stereo not drawn),-2,4,13,11,10,10,2,1
CCOc1cc(=O)c(C(=O)N2CCCCC2)nn1-c1ccc(C)cc1,-2,2,-5,16,-1,6,9,1
O=C(Nc1cccc(C(=O)N2CCCC2C(=O)NCc2ccccc2)c1)c1cccc(F)c1 (stereo not drawn),3,0,4,26,6,10,4,0
CCN(CC)C(=O)CN1C(=O)C2(Nc3ccccc3C(=O)N2c2ccccc2)c2ccccc21 (stereo not drawn),-1,2,-2,2,7,0,0,0
CC(=O)Nc1cccc2c(C(=O)NC3CCCC3)ccnc12,-4,-1,-11,-28,-6,-7,1,-2
COc1cc(NC(=O)N2CCCC2c2c(C)noc2C)cc(OC)c1 (stereo not drawn),0,3,2,0,-5,0,-8,0
Cc1onc(C(C)C)c1C(=O)N1CCOC(c2cccc(-c3cncnc3)n2)C1 (stereo not drawn),-2,2,-4,-5,-8,2,4,-1
Cc1nc(NCc2ccc3c(c2)OCO3)ncc1C(=O)NCCN1CCOCC1,-10,-18,-3,-128,-29,-26,-35,-23
Cc1nc(NCCc2c[nH]c3ccccc23)cc(-c2cncc(-c3cc4ccccc4s3)c2)n1,3,6,-2,-40,-13,-4,-2,3

# Compounds from the list above with an NH in an aromatic ring (nine):
SMILES,USP10 inh,USP7 inh,USP8 block,USP30 inh,USP28 block,OTUD3 block,USP17 block,UCHL1 block
Cc1ccc(C)c(NC(=O)Cc2nc(-c3ccccc3)n[nH]2)c1,-2,-2,22,16,7,20,28,0
O=C(NCC(=O)N1CCN(Cc2ccccc2)CC1)c1cc2ccccc2[nH]1,12,7,10,1,-4,-2,1,-2
COc1ccc2[nH]c(=O)c(C(c3nnnn3CCc3ccccc3)N3CCN(c4cccc(C(F)(F)F)c4)CC3)cc2c1 (stereo not drawn),-4,-4,-19,nt,nt,0,-137,-5
Cc1cc2cc(CNC(=O)CC3CCCCC3)ccc2[nH]1,-11,-16,9,-74,-31,-29,-19,-11
Cc1ccc(C2=NC3(CCN(C(=O)c4ccc5cc[nH]c5c4)CC3)ON2)cc1,-4,0,-19,-142,-42,-58,-7,-6
Brc1ccc2nc(CSc3ncn[nH]3)cn2c1,0,-1,2,-9,-4,-5,-10,-1
COc1ccc2c(C)c(CC(=O)N[C@@H](Cc3c[nH]c4ccc(O)cc34)C(=O)O)c(=O)oc2c1C,7,1,45*,-31,9,7,16,3
O=c1[nH]c(-c2cccnc2)nc2c1CN(Cc1ccccn1)CC2,-6,-3,-38,-51,-21,-5,-23,-6
Cc1nc(NCCc2c[nH]c3ccccc23)cc(-c2cncc(-c3cc4ccccc4s3)c2)n1,3,6,-2,-40,-13,-4,-2,3
